Screens: PubChem, National Center for Advancing Translational Sciences (NCATS)
PKM2 activator = PKM2 (human) enzyme activation; P14618; purified PKM2, Kinase-Glo ATP luminescence, activation; response scale: 0% is enzyme alone, no compound; Potency, µM (top dose mostly 57.5 µM), for inactives: at the top dose activation, hits mostly activators; actives 0.34% (n = 260,000); AID 1631; further: potency means the concentration at half of the fitted maximal effect; nearly all actives have a fitted effect of over 55% in size
Target sequence (P14618 whole entry, looked up): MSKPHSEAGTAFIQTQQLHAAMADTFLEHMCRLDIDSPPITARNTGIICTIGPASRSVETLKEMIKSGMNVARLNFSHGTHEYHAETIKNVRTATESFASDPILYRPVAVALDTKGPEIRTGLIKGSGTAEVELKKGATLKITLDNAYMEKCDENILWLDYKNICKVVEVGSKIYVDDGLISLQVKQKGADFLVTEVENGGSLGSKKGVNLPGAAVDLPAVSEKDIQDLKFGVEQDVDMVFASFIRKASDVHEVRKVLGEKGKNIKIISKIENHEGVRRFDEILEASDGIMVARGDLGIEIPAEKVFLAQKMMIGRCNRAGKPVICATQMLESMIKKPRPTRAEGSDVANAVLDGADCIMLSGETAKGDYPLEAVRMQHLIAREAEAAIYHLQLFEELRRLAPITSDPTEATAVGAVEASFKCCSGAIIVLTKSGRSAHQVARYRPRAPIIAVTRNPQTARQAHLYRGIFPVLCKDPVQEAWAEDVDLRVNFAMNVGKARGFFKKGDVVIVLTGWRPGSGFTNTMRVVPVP
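Purified hPK-M2 (>95%) run at intermediate activity with 0.1 mM ADP and 0.5 mM PEP in 50 mM imidazole pH 7.2, KCl, MgCl2; 1 h room temperature. ATP formed read by Kinase-Glo luminescence; normalized to uninhibited and no-enzyme controls.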
USP2a inh = inhibitors of human ubiquitin-specific protease USP2a | USP2 core, Ub-CHOP2 coupled fluorogenic reporter, 485/531 | O75604 | actives 0.01% (n = 330,000) | Potency, µM (top dose mostly 38.3 µM), inactives show at the highest dose activity change, negative = inhibition, hits mostly inhibitors;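 further: potency means the concentration at half of the fitted maximal effect; plate controls were DMSO wells for no effect and full inhibition by NEM control for full effect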
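USP2 core (10nM final) preincubated 30min RT with compound in 20mM Tris-HCl pH 8.0, 2mM CaCl2, 2mM beta-mercaptoethanol, 0.05% CHAPS; 25nM Ub-CHOP2 plus 25nM reporter substrate added, fluorescence (Ex485/Em531) read after 60min.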
uPA generation = inhibitors of cell surface uPA generation | actives 0.31% (n = 330,000) | cell surface uPA generation assay, qHTS | AID 540303 | Potency, µM (titrated, usually from 38.3 µM), for inactives: at the highest dose activity change, negative = inhibition, most hits filed as inhibitors; active means well fitted inhibition curve with a large enough effect; inconclusive means small, poorly fitted or top-dose-only effect; inactive means no such curve, though single readings can be large or run the other way; tested in mouse RAW 264.7 cells; further: potency means the concentration at half of the fitted maximal effect; nearly all actives have a fitted effect of over 55% in size
B2AR arrestin = agonists driving beta-arrestin recruitment to human beta2-adrenergic receptor. beta-arrestin recruitment to beta2AR, cell-based reporter. actives 0.02% (n = 330,000). Potency, µM (doses to about 46.1 µM), inactives show top-dose activation, actives largely listed as activators. P07550;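 further: potency means the concentration at half of the fitted maximal effect; 0% = DMSO controls and full agonism = EC100 isoproterenol or metaproterenol; nearly all actives have a fitted effect of over 65% in size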
KCNH2 3.1 inh = KCNH2 3.1 (human) potassium channel inhibition; U2OS KCNH2 3.1, thallium flux FluxOr; hits give low values; actives 0.95% (n = 340,000); activity change, % (tested at about 1.8 µM); AID 720553;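 active means maximum activity change below -70%; inconclusive means maximum activity change from -70% to -50%; inactive means maximum activity change above -50%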;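 further: thallium influx rate constant from kinetic fluorescence after stimulation buffer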
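We transduce U2OS cells with the mutant 3.1 virus, culture them overnight, load FluxOr with Red40 quencher for 45 min, then add stimulation buffer and read kinetically for 2 min to derive a normalized rate constant.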
Giardia killer = Giardia lamblia killing; Giardia lamblia trophozoite viability; activity change, % at 7.66 µM, hits read low; actives 0.15% (n = 340,000); in the data active means activity change below about -80%; inconclusive means between about -30% and that limit;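 further: parasites exposed to compound for two days anaerobically before the ATP read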
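Luminescent ATP signal served as the viability read-out, measured 15-30 min after adding ATP detection reagent to trophozoites that had been incubated with compounds for 48 hrs at 37 deg C anaerobically at 100 cells/well.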
GALK inhibitor = galactokinase (human) inhibition. P51570. Purified GALK, Kinase-Glo residual ATP luminescence. Potency, µM (doses to about 57.5 µM), for inactives: at the highest dose activity change, negative = inhibition, hits mostly inhibitors. actives 0.007% (n = 270,000); further: potency means the concentration at half of the fitted maximal effect
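Kinase-Glo Plus luminescence measured ATP left after a 1 h room-temperature reaction. The reaction used 5 nM GALK, 100 uM galactose and 35 uM ATP at pH 8.0 (20 mM HEPES, 5 mM MgCl2, 60 mM NaCl, 1 mM DTT, 0.01% BSA).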
Eya2 inh = blocks the phosphatase activity of human Eya2 | O00167 | recombinant Eya2, OMFP fluorescence dephosphorylation (OMFP is methylfluorescein phosphate) | Potency, µM (series often up to 76.9 µM), for the others: at the top dose activity, negative = inhibition, actives largely listed as inhibitors | actives 0.006% (n = 330,000); further: potency means the concentration at half of the fitted maximal effect
Target sequence (O00167 whole entry, looked up): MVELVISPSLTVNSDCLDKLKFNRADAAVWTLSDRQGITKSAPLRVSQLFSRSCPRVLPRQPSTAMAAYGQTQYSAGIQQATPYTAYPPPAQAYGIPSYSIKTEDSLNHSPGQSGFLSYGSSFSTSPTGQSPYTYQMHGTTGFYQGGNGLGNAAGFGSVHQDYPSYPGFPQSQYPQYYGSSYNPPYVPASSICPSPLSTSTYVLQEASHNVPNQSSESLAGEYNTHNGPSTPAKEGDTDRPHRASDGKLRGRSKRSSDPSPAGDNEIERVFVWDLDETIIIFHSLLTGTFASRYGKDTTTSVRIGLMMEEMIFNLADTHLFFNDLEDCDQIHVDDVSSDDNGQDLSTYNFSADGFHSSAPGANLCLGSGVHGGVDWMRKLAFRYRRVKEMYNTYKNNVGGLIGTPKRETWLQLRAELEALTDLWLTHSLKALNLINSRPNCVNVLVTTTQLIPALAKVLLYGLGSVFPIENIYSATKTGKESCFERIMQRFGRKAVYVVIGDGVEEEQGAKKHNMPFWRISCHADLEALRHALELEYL
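Eya2 protein (added as 0.2 uM solution) was preincubated with compound for 10 min at ambient temperature in 50 mM HEPES pH 7.5, 50 mM NaCl, 5 uM MgCl2, 0.05% BSA, 1 mM DTT. OMFP (added at 50 uM) then reacted 10 min; fluorescence read at 485/525 nm.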
FBPA coupling cs = coupling enzyme interference in Giardia aldolase counter-screen; coupling enzyme system counterscreen, AmpLite Red fluorescence; activity change, negative = inhibition, % at 58.2 µM, hits read low; actives 0.67% (n = 290,000); AID 2472; in the data active means activity change below about -30%
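Final compound at 57.5 uM, incubated 10 min at RT with coupling enzyme reagent (glyceraldehyde-3-phosphate), then 20 min with substrate and AmpLite Red detection. Fluorescence read at 525/598 nm; tests interference with the coupling assay, not aldolase inhibition.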
KCNH2 WT inh = blocks the wildtype human KCNH2 potassium channel | activity change, % at 1.84 µM | Q12809 | actives 0.37% (n = 340,000) | AID 720551 | U2OS, BacMam KCNH2, thallium flux FluxOr; hits give low values;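 active means maximum activity change below -70%; inconclusive means maximum activity change between -70% and -50%; inactive means maximum activity change above -50%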
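U2OS cells were transduced with wild-type KCNH2 virus (2.03 x 10^8 / mL) for 4 h at room temperature, then cultured overnight at 37 C. Thallium flux was read with FluxOr dye. Rate constants were normalized to DMSO controls.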
Chronic BCR inh = chronic active BCR signaling inhibition | ABC-DLBCL IkBa-CBG/CBR reporter, luminescence ratio, 4 h | Potency, µM (series often up to 46.1 µM), for the others: at the top dose ratio change, negative = lower green/red ratio, most hits filed as inhibitors | actives 0.05% (n = 340,000) | AID 493014; active means well fitted inhibition curve with a large enough effect in the signal ratio, with a control signal flat, not every such curve was filed as active; inconclusive means small, poorly fitted or top-dose-only effect, or effect the other way, or a change in a side signal; the % refers to the signal ratio;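 further: potency means the concentration at half of the fitted maximal effect; plate controls were basal doxycycline-induced cells for no effect and cells given 10 µM MG132 for full effect; MG132 reads +100%, hits lower the ratio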
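Concentration-response series (up to 46 uM) were applied to TMD8 dual-reporter cells for 4 h at 37C with doxycycline. Green/red ratio, after filter-overlap correction, defined %Activity; red signal alone was normalised to basal cells and zero luminescence.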
* = called active by the depositor; ? = inconclusive; . = no result given; [ ] = another dose, or the depositor's remark. Unless noted, the call rests on the fitted dose curve; in most records, active means well fitted curve in the direction sought with a large enough effect; inconclusive means small, poorly fitted or top-dose-only effect, or another doubt; inactive means no such curve, though single readings can be large; an effect the other way counts as inactive or inconclusive. Unless noted, on the % scale 0 is the no-effect control and ±100 the full control effect. Outcome played no part in choosing rows (roughly 2.4% active in at least one column).

SMILES	PKM2 activator	USP2a inh	uPA generation	B2AR arrestin	KCNH2 3.1 inh	Giardia killer	GALK inhibitor	Eya2 inh	FBPA coupling cs	KCNH2 WT inh	Chronic BCR inh
CCCn1cc(CN2CCC(n3nccc3NC(=O)C(OC)c3ccccc3)CC2)c(C)n1 (configuration not stated)	.	-8%	-3%	-1.0%	2	-2	5%	-3%	0	0	-4%
Cc1ccc(NC(=O)c2cc3nc(C)cc(C)n3n2)cc1	11%	0%	.	-0.1%	-14	-15	-1%	-11%	-7	-30	4%
Cc1cc[n+](C2=C([O-])c3ccccc3C(=O)/C2=N\S(=O)(=O)c2cccs2)cc1C	-3%	3%	-7%	-0.6%	.	6	2%	7%	-63*	8	?
COc1ccccc1C(=O)Nc1ccc(OC(C)C(=O)N2CCOCC2)cc1 (configuration not stated)	.	-1%	-11%	0.4%	5	40[activator]	.	2%	.	-5	-11%
Cc1ccc2c(c1)N(CC(=O)NC1CCC(C)CC1)C(=O)c1cccnc1O2 (configuration not stated)	0%	1%	21%	0.6%	-1	3	.	-3%	3	-9	0%
COc1ccc(CCCc2nnc(SCC(=O)Nc3cc(C)ccc3C)o2)cc1	0%	0%	2%	0.3%	2	-8	3%	-5%	2	5	?
NC(=O)NOCc1ccc(F)cc1Cl	0%	-1%	5%	-0.8%	7	9	-2%	9%	-3	2	3%
CCN(C(=O)CN1CCN(c2ccccc2OC)CC1)c1c(N)n(Cc2ccccc2)c(=O)[nH]c1=O	-5%	-1%	-5%	-0.3%	4	-12	0%	8%	-1	-14	1%
COc1ccc(/C=C/C(=O)c2c(O)cc(C)oc2=O)c(OC)c1	-47%	6%	-6%	-0.2%	2	-26	-2%	-4%	0	-14	0%
COCCN1C(=O)c2oc3c(C)cc(C)cc3c(=O)c2C1c1cccc(O)c1 (configuration not stated)	-8%	0%	-1%	12%	16	9	1%	6%	-1	5	?
CCOc1cc(/C=C2/N=C(C)C(C(=O)OC)=C2O)ccc1O	6%	7%	-7%	5.6%	-6	6	3%	6%	0	-1	4%
CC(=O)c1cccc(NC(=O)CCN2C(=O)C3CC=CCC3C2=O)c1 (configuration not stated)	.	1%	?	-0.8%	11	18	.	5%	.	2	-1%
CCC(=O)c1ccc(OCC(=O)OCC(=O)Nc2c(C)n(C)n(-c3ccccc3)c2=O)cc1	.	2%	-4%	0.2%	-14	5	.	25%	.	-2	0%
Cc1nnc(SCC(=O)NC2CCC(C)CC2)s1 (configuration not stated)	.	-1%	1%	-0.4%	-9	?	.	-4%	.	0	1%
O=C(NCC(=O)N1CCN(S(=O)(=O)c2ccccc2F)CC1)c1ccc(Br)o1	-7%	3%	1%	0.2%	-13	17	-5%	-1%	.	-13	0%
COC(=O)CN1C(=O)C2(C(C#N)=C(N)Oc3ccccc32)C2=C1CC(C)(C)CC2=O (configuration not stated)	0%	4%	.	0.0%	23	-20	5%	-10%	3	-2	2%
CC1CCN(C(=O)CSc2nnc(Cc3cccn3C)n2-c2ccc(F)cc2)CC1	5%	1%	-2%	0.3%	3	1	-1%	-20%	4	1	6%
Cc1ccc(NC(=O)CN2C(=O)CCSc3ccc(S(=O)(=O)N4CCCC4)cc32)cc1	0%[0.46 µM]	2%	-2%	-1.2%	17	11	5%	-3%	1	-1	3%
Cc1cc(C(=O)Nc2ccc(Nc3ccccc3)cc2)ccc1[N+](=O)[O-]	3%	3%	-6%	0.0%	-14	-10	-8%	-2%	0	-5	-9%
Clc1ccc(-c2nc(NCCN3CCOCC3)c3ccccc3n2)cc1	1%	4%	.	-1.5%	13	5	-2%	2%	-2	6	13%
CCOC(=O)c1sc(=S)n(-c2ccc(OC)cc2)c1N	3%	0%	3%	-0.4%	4	-7	5%	1%	0	13	?
CC(C)[C@H](NC(=O)c1ccccc1)C(=O)Nc1ccc2c(c1)OCO2	.	1%	-22%	-0.1%	20	21	.	-14%	.	-2	1%
CCN(CCNC(=O)C1CCN(Cc2nc(-c3cccc(Cl)c3)oc2C)CC1)c1ccccc1	-18%	-8%	-10%	-0.4%	-19	-15	2%	-7%	2	-30	?
O=C(C1CCC1)N1CCN(c2ccccc2)CC1	-4%	1%	1%	0.4%	10	0	-1%	-6%	1	16	0%
CCOc1ccc(-n2c(O)c(/C=N/c3ccnn3Cc3ccncc3)c3ccccc3c2=O)cc1	6%	0%	4%	0.0%	17	-20	-2%	-13%	1	-3	1%
COc1ccc(S(=O)(=O)N2CCC(C(=O)N(CC(C)C)C3CCS(=O)(=O)C3)CC2)cc1OC (configuration not stated)	.	1%	-2%	0.2%	13	-9	.	1%	.	1	2%
Cc1cc(Cl)ccc1NNC(N)=S	4%	1%	-25%	-0.7%	1	-2	.	-2%	0	-6	?
S=c1[nH]nc(-c2ccco2)n1/N=C/c1c(Cl)cccc1Cl	0%	1%	8%	4.9%	10	-13	7%	-17%	0	-6	0%
COC(=O)c1ccc(N(C(=O)CNC(=O)c2ccco2)C(C(=O)NC2CCCC2)c2ccco2)cc1 (configuration not stated)	1%	0%	-1%	-0.2%	17	6	0%	2%	0	19	0%
Cn1c(=O)c2c(SCC(=O)N3CCOCC3)nc(-c3ccccc3Cl)nc2n(C)c1=O	.	6%	11%	-1.0%	2	12	2%	-9%	.	-2	?
CC(C)C(=O)Nc1ccc(Sc2ccc(F)cc2)cc1	0%	5%	-2%	-0.7%	0	-8	-2%	2%	0	0	6%
COc1ccccc1-n1nnnc1SCC(=O)NC1CC1	.	-1%	0%	1.0%	4	13	.	0%	.	12	-4%
O=C(Cn1c(=S)[nH]c2ccccc2c1=O)N1CCN(c2ccc(F)cc2)CC1	1%	0%	-10%	0.1%	-15	9	0%	0%	0	3	1%
COc1ccc(/C=C2\SC(=O)N(CC(=O)Nc3cccc(C)c3)C2=O)cc1O	2%	?	-7%	-0.1%	4	4	0%	-17%	3	-10	-2%
COc1ccc(-c2noc(-c3ccccc3C(=O)NCc3ccco3)n2)cc1OC	26%	6%	2%	-0.1%	4	-12	3%	14%	1	-4	0%
CCC(Oc1ccccc1C)C(=O)Nc1ccc(S(=O)(=O)Nc2cc(C)on2)cc1 (configuration not stated)	2%	-2%	-14%	-0.4%	-6	-23	-2%	3%	6	0	?
COc1ccc(C(CC(=O)O)NC(=O)c2sc3ccccc3c2Cl)cc1 (configuration not stated)	-3%	-1%	3%	-0.3%	6	1	-1%	12%	12	-2	-25%
COc1ccc(-c2csc3ncnc(N4CCN(c5ccccc5)CC4)c23)cc1	6%[11.5 µM]	0%	10%	-3.0%	6	6	-3%	-27%	1	9	2%
NS(=O)(=O)c1ccc(NC(=S)NC2CCCC2)cc1	5%	-1%	4%	-0.5%	10	0	1%	6%	0	-3	?
O=C(c1ccccc1)N1CC(COc2ccccc2)OC(c2ccco2)O1 (configuration not stated)	1%	1%	2%	0.0%	1	-8	3%	-11%	2	0	-1%

In the list so far, these contain a Cl atom.
SMILES	PKM2 activator	USP2a inh	uPA generation	B2AR arrestin	KCNH2 3.1 inh	Giardia killer	GALK inhibitor	Eya2 inh	FBPA coupling cs	KCNH2 WT inh	Chronic BCR inh
NC(=O)NOCc1ccc(F)cc1Cl	0%	-1%	5%	-0.8%	7	9	-2%	9%	-3	2	3%
Clc1ccc(-c2nc(NCCN3CCOCC3)c3ccccc3n2)cc1	1%	4%	.	-1.5%	13	5	-2%	2%	-2	6	13%
CCN(CCNC(=O)C1CCN(Cc2nc(-c3cccc(Cl)c3)oc2C)CC1)c1ccccc1	-18%	-8%	-10%	-0.4%	-19	-15	2%	-7%	2	-30	?
Cc1cc(Cl)ccc1NNC(N)=S	4%	1%	-25%	-0.7%	1	-2	.	-2%	0	-6	?
S=c1[nH]nc(-c2ccco2)n1/N=C/c1c(Cl)cccc1Cl	0%	1%	8%	4.9%	10	-13	7%	-17%	0	-6	0%
Cn1c(=O)c2c(SCC(=O)N3CCOCC3)nc(-c3ccccc3Cl)nc2n(C)c1=O	.	6%	11%	-1.0%	2	12	2%	-9%	.	-2	?
COc1ccc(C(CC(=O)O)NC(=O)c2sc3ccccc3c2Cl)cc1 (configuration not stated)	-3%	-1%	3%	-0.3%	6	1	-1%	12%	12	-2	-25%
